DDE Tn6 FP inh: inhibitors of Tn6 peptide binding to human fibrin DD(E); Fibrin DD(E) TRITC-Tn6 fluorescence polarization displacement; inhibition, % at 8.3 µM; 370,000 tested, 0.21% active;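 active = inhibition above a per-campaign cutoff: mean of compounds within control limits plus 3 SD, cut at about 15% in these data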;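 also: 0% = median of all compound wells on the plate and 100% = blocking peptide control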
GC-B act: GC-B (human) receptor activation; P20594; HEK293-GC-B cells, CNP EC30, cGMP TR-FRET; 0% at EC30 CNP, 100% saturating CNP; activation, % at 10 µM; 370,000 tested, 0.11% active;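 active = activation at 10 µM reaching about 35% in either raw or pattern-adjusted values, limit read from the data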
Target sequence (P20594 whole entry, looked up): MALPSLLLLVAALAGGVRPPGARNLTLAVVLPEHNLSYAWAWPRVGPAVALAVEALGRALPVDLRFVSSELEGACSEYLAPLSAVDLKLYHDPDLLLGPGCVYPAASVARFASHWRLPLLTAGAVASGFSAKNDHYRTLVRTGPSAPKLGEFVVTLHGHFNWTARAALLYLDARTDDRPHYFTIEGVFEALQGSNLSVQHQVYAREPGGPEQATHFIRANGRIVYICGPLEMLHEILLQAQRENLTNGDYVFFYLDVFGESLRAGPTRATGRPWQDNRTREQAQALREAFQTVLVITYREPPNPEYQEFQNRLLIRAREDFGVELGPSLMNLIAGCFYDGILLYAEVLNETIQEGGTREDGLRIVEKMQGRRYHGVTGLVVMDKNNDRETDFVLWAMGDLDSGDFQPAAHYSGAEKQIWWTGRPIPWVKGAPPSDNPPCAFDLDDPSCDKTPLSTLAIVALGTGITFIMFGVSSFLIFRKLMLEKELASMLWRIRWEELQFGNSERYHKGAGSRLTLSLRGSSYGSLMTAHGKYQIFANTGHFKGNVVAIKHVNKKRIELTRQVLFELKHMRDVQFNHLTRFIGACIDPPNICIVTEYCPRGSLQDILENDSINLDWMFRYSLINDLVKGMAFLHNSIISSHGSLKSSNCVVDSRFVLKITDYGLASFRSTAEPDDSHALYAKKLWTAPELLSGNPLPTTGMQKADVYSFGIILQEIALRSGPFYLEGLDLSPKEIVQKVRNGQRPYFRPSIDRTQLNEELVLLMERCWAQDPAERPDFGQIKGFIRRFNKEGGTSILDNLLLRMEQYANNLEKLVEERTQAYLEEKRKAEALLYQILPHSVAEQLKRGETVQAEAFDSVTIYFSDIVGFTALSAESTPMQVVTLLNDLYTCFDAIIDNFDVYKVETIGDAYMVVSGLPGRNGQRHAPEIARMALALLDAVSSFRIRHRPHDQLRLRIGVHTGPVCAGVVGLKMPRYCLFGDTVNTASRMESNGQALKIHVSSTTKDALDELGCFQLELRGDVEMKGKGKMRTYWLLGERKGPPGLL
NPR1 activator: GC-A (human) enzyme activation. HEK293 GC-A cells, cGMP TR-FRET, EC30 ANP; 0% at EC30 ANP, 100% saturating ANP. activation, % at 10 µM. P16066. 370,000 tested, 0.14% active; in the data active = activation above about 40%
ARFGAP1 inhibitor: inhibits rat ARF GTPase activating protein 1; Arfgap1-stimulated ARF1 GTP hydrolysis, GDP FP detection; inhibition, % at 16.5 µM; 360,000 tested, 0.26% active; AID 651572;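 active = inhibition above a per-plate limit, mean inhibition of low control wells plus 3 SD, cut at about 25% in these data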;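 also: 0% = DMSO wells with enzyme and 100% = wells lacking Arfgap1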
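material = rat Arfgap1 catalytic domain, aa 1-136 | also added = human ARF1(Δ1-17)-GTP substrate | compound dosing = one concentration, 16.5 µM, DMSO 1.26% | times = GTP hydrolysis reaction 2 h at 25 °C | measured by = FP, GDP Alexa 633 tracer displaced from anti-GDP antibody, 620/688 nm | evaluation = percent inhibition of Arfgap1-stimulated GTP hydrolysis | replication = single well per compound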
rCAG binder: binds r(CAG) RNA repeats; inhibition, % at 3 µM; r(CAG) RNA repeat, TO-PRO-1 dye displacement fluorescence; 370,000 tested, 1.3% active;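 active = inhibition above the plate cutoff, the mean of all test compounds on that plate plus 3 SD, cut at about 35% in these data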;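 also: 0% = DMSO alone and 100% = 100 µM mitoxantrone as full dye displacement; higher means more dye released from RNA so lower well fluorescence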
ASAP1 GAP inh: ASAP1 ArfGAP inhibition. Q9ULH1. AID 624377. inhibition, % at 16.5 µM. ASAP1-stimulated ARF1 GTP hydrolysis, GDP FP detection. 360,000 tested, 0.19% active; in the data active = inhibition above about 25%;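 also: 0% = vehicle with enzyme and substrate and 100% = no enzyme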
proKLK7 act: activators of human kallikrein-7 zymogen | P49862 | purified proKLK7, EDANS-DABCYL substrate fluorescence; 100% is mature enzyme control, 0% vehicle | activation, % at 7 µM | 370,000 tested, 0.9% active | AID 652039;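 active = activation above the mean of all tested compounds plus 3 SD, computed per campaign excluding outliers beyond control limits, cut at about 13% in these data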
sPLA2-III inh: Blocks human group III sPLA2 activity; QFRET BODIPY PC-A2 liposome hydrolysis, fluorescence; 370,000 tested, 0.56% active; inhibition, % at 12.2 µM; Q9NZ20;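 active = inhibition above mean plus 3 SD of compounds lying within the high and low control bounds, cut at about 19% in these data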;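 also: 0% = median of test compound wells and 100% = no enzyme DMSO wells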
FXN GAA850 act: frataxin GAA850 promoter activation; AID 540364; activation, % at 6 µM; 360,000 tested, 0.56% active; HEK293 lucGAA850 FXN promoter luciferase reporter, 24 h; percent of 10 µM SAHA response;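 active = activation above the average of all compounds screened plus 3 SD, cutoff fixed separately per campaign, cut at about 7.5% in these data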;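 also: 0% = DMSO wells and 100% = 10 µM SAHA wells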
ADAM10 inh: inhibits human ADAM10. O14672. recombinant ADAM10, EDANS/DABCYL FRET peptide cleavage, 3 h. inhibition, % at 7 µM. 370,000 tested, 0.62% active;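 active = inhibition above a per-campaign cutoff equal to the mean of compounds falling between control-based bounds plus 3 SD, cut at about 20% in these data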;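 also: 0% = DMSO wells while the 100% control is not disclosed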
An asterisk follows results filed as active; . = not tested or not shown. The order is random; overall some 4.5% were active at least once.

SMILES	DDE Tn6 FP inh	GC-B act	NPR1 activator	ARFGAP1 inhibitor	rCAG binder	ASAP1 GAP inh	proKLK7 act	sPLA2-III inh	FXN GAA850 act	ADAM10 inh
COc1ccc2nc(N3C(=O)/C(=C/c4ccccc4)NC3=S)sc2c1	-1	0	-5	2	34	10	0.3	-13	0.2	4
COc1ccc(NC(=O)Nc2cccc(C)n2)cc1	3	-4	-1	7	-1	10	-0.9	2	2.0	-16
CCCCN1C(=O)c2ccc(C(=O)N(C)CC(=O)Nc3ccc(OCC)c(OCC)c3)cc2C1=O	6	-2	1	6	2	-19	0.4	-5	-0.6	-10
O=C1NC(=Nc2ccc(O)cc2)S/C1=C/c1ccco1	-2	-2	-3	9	12	-6	0.3	0	-3.0	3
COc1ccc(-c2cc3ccccc3cn2)cc1	4	-7	0	1	-3	-2	-2.1	1	2.4	-63
CCOC(=O)C1=CC[C@H]2c3c(c4ccc(OC)cc4n3C)C(=O)C1N2S(=O)(=O)c1ccc(C)cc1	-3	-4	-3	5	3	-5	-0.6	-6	-3.3	-13
Cc1ccnc(NS(=O)(=O)c2ccc(NC(=O)c3ccc(S(=O)(=O)N4CCCC4)cc3)cc2)n1	3	-2	3	-8	20	1	0.1	-18	1.2	-4
COC(=O)c1c(NC(=O)Cc2cccs2)sc2c1CCCC2	-6	-5	0	0	8	-4	-0.2	-4	5.5	-2
CN(C)C(CNc1ncnc2ccccc12)c1c(F)cccc1Cl (configuration not stated)	6	-6	-3	13	-6	-1	-0.3	-1	-1.2	2
COc1ccc(CC(=O)Oc2ccc(C)cc2Br)cc1OC	4	1	-2	8	-9	2	-0.1	-3	-1.4	2
Cc1ccc(C2CC(c3ccc(F)cc3)Nc3nc(N)nn32)cc1 (configuration not stated)	-13	0	3	8	2	-2	-0.4	17	2.0	-168
O=C(Nc1ccc(Cl)cc1)N1CCSCC1	-9	-2	0	7	3	-10	-0.2	3	0.0	-5
CC(C)NC(=O)Nc1cccc2c1O[C@@H](CN(C)S(=O)(=O)c1ccc(F)cc1)[C@@H](C)CN([C@H](C)CO)C2=O	-2	-4	-2	3	-6	-9	0.3	-2	-2.9	-1
CC1=C(C(=O)Nc2cccc(C(=O)N3CCN(c4cccc(C(F)(F)F)c4)CC3)c2)SCCO1	-3	3	-1	-1	1	-5	0.1	-1	3.3	6
Cc1nn(-c2ccccc2)c(N2CCCC2)c1/C=N/NC(=O)c1ccccc1O	-2	-3	-3	7	7	19	-1.9	-9	4.2	-18
CCN(CC)S(=O)(=O)c1ccccc1/C=N\O	5	6	2	0	-1	-11	0.2	-3	-0.3	-9
Cc1cc(OCCCN2CCN(Cc3ccccc3)CC2)ccc1[N+](=O)[O-]	-5	8	-1	5	-6	6	0.1	-8	0.4	5
CCSc1ccc([C@@H]2[C@H]3C(=O)N(C)C(=O)[C@H]3[C@]3(C(=O)OC)CCCCN23)cc1OC	-8	3	-3	9	7	11	0.1	-9	1.1	3
Cc1nn(CC(=O)OCC(=O)Nc2cccc(S(N)(=O)=O)c2)c(C)c1[N+](=O)[O-]	8	1	-3	-3	3	-9	0.1	1	-0.6	-1
Cc1ccc(NC(=O)CNCC(c2ccccc2)N(C)C)cc1F (configuration not stated)	11	3	1	-13	-3	-8	-0.4	3	-0.8	-1
CCCCCCOc1ccc(N2C(=O)CC(NCCc3ccc(S(N)(=O)=O)cc3)C2=O)cc1 (configuration not stated)	8	-11	3	1	3	10	-0.1	-12	2.6	-1
Cc1cccc2cc(=O)[nH]c(C)c12	1	-11	3	4	0	11	-0.3	4	-0.7	-4
CC(C)c1onc(C(=O)N(C)C2CCCCC2)c1[N+](=O)[O-]	-7	4	-1	6	-3	10	-0.3	4	1.0	-2
CC#CCN(Cc1ccco1)C(=O)c1ccc(OC2CCN(Cc3ccccn3)CC2)cc1	-6	6	2	9	-8	6	0.4	-11	0.2	-1
O=c1[nH]c(-c2ccccn2)nc2ccccc12	1	-3	1	3	-1	-6	0.4	3	5.8	-9

Retrieved by compound from above:
SMILES	DDE Tn6 FP inh	GC-B act	NPR1 activator	ARFGAP1 inhibitor	rCAG binder	ASAP1 GAP inh	proKLK7 act	sPLA2-III inh	FXN GAA850 act	ADAM10 inh
CC1=C(C(=O)Nc2cccc(C(=O)N3CCN(c4cccc(C(F)(F)F)c4)CC3)c2)SCCO1	-3	3	-1	-1	1	-5	0.1	-1	3.3	6
Cc1cc(OCCCN2CCN(Cc3ccccc3)CC2)ccc1[N+](=O)[O-]	-5	8	-1	5	-6	6	0.1	-8	0.4	5

Later entries:
SMILES	DDE Tn6 FP inh	GC-B act	NPR1 activator	ARFGAP1 inhibitor	rCAG binder	ASAP1 GAP inh	proKLK7 act	sPLA2-III inh	FXN GAA850 act	ADAM10 inh
O=C(CCN1CCN(S(=O)(=O)c2ccc(Cl)cc2)CC1)Nc1ccccc1F	5	-2	0	11	-7	4	0.4	-5	0.2	-15
Cc1ccc(NC(=O)N2C3CCCC2CC(NC(=O)C(C)(C)C)C3)cc1 (configuration not stated)	-8	-3	-1	4	-3	-3	-0.5	2	0.8	1
C=CCn1c(SCc2cc(=O)n3cc(C)ccc3n2)nnc1-c1cccc(C)c1	5	1	-2	10	-7	6	0.5	5	2.6	-39
Cc1ccc(S(=O)(=O)N(C)C)cc1NC(=O)COC(=O)CN1C(=O)c2ccccc2C1=O	1	2	-3	-15	4	-2	-0.1	4	-0.6	-5
CCOC(=O)[C@]12CCC=C1N(CCC1=CCCCC1)C(=O)[C@H](CC(=O)N1CCSCC1)C2	1	0	-2	-6	3	-3	1.4	-14	.	-1
O=C(Nc1ccc(O)cc1)C1CCCN1S(=O)(=O)c1ccc(F)cc1 (configuration not stated)	-5	2	-2	-5	3	15	0.0	-5	0.7	-4
CCSc1ncc(/C=N/Nc2ccc(Cl)cc2)n1C	3	-5	4	2	6	0	-1.3	6	5.1	-4
O=C(Nc1ccccc1)c1ccc2c(c1)CCN2S(=O)(=O)c1ccccc1	-1	-9	-5	2	-3	-12	-0.4	-2	2.3	3
CSCC[C@H](NC(=O)CCn1nnc2ccccc2c1=O)C(=O)O	3	8	6	1	2	15	-0.1	6	-1.4	0
COc1ccc2oc(C(=O)NC3CCCCC3)c(C)c2c1	-1	0	-4	1	0	-4	-1.7	6	4.5	-68
Nn1cc(-c2ccccc2)nc1SCC(=O)NC1CCS(=O)(=O)C1 (configuration not stated)	6	6	-6	-4	4	-6	0.0	6	-0.3	-8
Cc1c(C(=O)NCc2ccc(F)cc2)sc(=O)n1Cc1ccccc1F	-2	-4	-4	0	2	0	0.4	-2	-1.6	-3
CCCCCCCC1CC(/C(C)=N/NC(N)=O)OC1=O (configuration not stated)	-1	-1	10	-7	-3	-4	-1.9	-9	-0.1	1
CCCNC(=O)CSc1nccn1Cc1ccco1	-1	7	-2	-2	1	-1	0.2	-1	1.3	4
CC(Nc1c([N+](=O)[O-])c(=O)oc2ccccc12)c1ccccc1 (configuration not stated)	-2	-2	0	5	1	-17	0.6	-4	2.0	0
COC(=O)/C(=C1/Oc2ccc(C)cc2S1)C(F)(F)F	-4	-1	0	8	-2	2	0.7	4	3.7	0
CCn1c(-c2ccco2)n[nH]c1=S	2	-2	2	-2	-3	10	-0.6	6	-1.3	-10
CCOC(=O)C1=C(C)NC(=O)NC1/C(C)=C/c1ccccc1 (configuration not stated)	-1	-2	-8	10	-8	-11	-0.4	-6	2.8	-12
COc1ccccc1NC(=O)CSc1nc2c(oc3ccccc32)c(=O)n1C	-1	6	5	9	1	-7	0.9	-5	0.5	4
COC(=O)C(Cc1ccccc1)NC(=O)c1cccc(S(=O)(=O)N(C)C)c1 (configuration not stated)	2	-4	3	7	1	-5	0.8	-2	1.8	3
CCC(Sc1nc(C)cc(=O)[nH]1)C(=O)Nc1ccc(Cl)cn1 (configuration not stated)	-9	-5	1	4	2	4	-0.2	7	0.1	-12
COc1cccc(O)c1CN1CCC(Oc2ccc(C(=O)NCc3ccccn3)cc2)CC1	8	-1	2	5	-6	-10	-0.5	-6	0.0	-5
CN(c1ccccc1)S(=O)(=O)c1ccc(C(=O)Nc2nnc(C3CC3)s2)cc1	-6	1	2	-8	5	-1	-0.9	7	-0.8	-2
Cc1ccc(C)n1-c1ccc(C(=O)NCc2ccncc2)cc1	4	4	-3	6	4	11	-0.1	-6	0.6	-5
CCOCCCNC(=O)CN1C(=O)COc2ccc(S(=O)(=O)N3CC(C)CC(C)C3)cc21 (configuration not stated)	5	7	2	-1	-7	-8	0.1	-2	0.4	-2
Carrying on.
SMILES	DDE Tn6 FP inh	GC-B act	NPR1 activator	ARFGAP1 inhibitor	rCAG binder	ASAP1 GAP inh	proKLK7 act	sPLA2-III inh	FXN GAA850 act	ADAM10 inh
COc1cc(NC(=O)CCn2c(=O)oc3ccccc32)cc(OC)c1OC	-2	-7	-2	4	-3	-18	-1.1	3	-1.2	-2
Fc1ccccc1OCCSc1nnnn1-c1ccccc1	2	7	6	0	-2	0	0.2	-10	-0.8	6
CC1CCCN(C(=O)COC(=O)CNC(=O)c2sc3ccccc3c2Cl)C1 (configuration not stated)	6	-1	-1	-8	-1	5	-0.6	-10	2.3	-5
C[C@@H]1CN([C@@H](C)CO)C(=O)c2cc(NC(=O)Nc3ccc4c(c3)OCO4)ccc2O[C@H]1CN(C)S(=O)(=O)c1ccc(F)cc1	-1	1	3	10	15	3	1.2	-49	-1.1	5
CC1=NN(CCC#N)C(=O)/C1=C/c1ccc(N(C)C)cc1	0	-6	-7	-6	-6	-7	-0.3	8	-0.1	3
O=C(O)c1cc(O)c2c(c1)[C@H]([C@H]1c3cc(C(=O)O)cc(O)c3C(=O)c3c(O[C@@H]4O[C@H](CO)[C@@H](O)[C@H](O)[C@H]4O)cccc31)c1cccc(OC3O[C@H](CO)[C@@H](O)[C@H](O)[C@H]3O)c1C2=O (some centres not stated)	-38	-31	-41	-7	100*	9	0.3	27*	0.1	-255
COc1ccc(NC(=O)[C@@H](NC(=O)N2C[C@H]3C[C@@H](C2)c2cccc(=O)n2C3)C(C)C)cc1OC	5	2	1	13	0	-8	-0.2	4	-0.7	-9
O=C(O)CN1C(=O)C2C3CCC(C3)C2C1=O (configuration not stated)	7	1	1	-3	1	-21	-0.7	2	-0.6	-4
O=C(CSc1nnc(CNc2ccc(F)cc2)n1Cc1ccco1)N1CCCC1	-1	2	0	7	9	-5	0.4	-3	0.9	2
CN(Cc1ccccc1)S(=O)(=O)c1ccc(OCC(=O)N2CCOCC2)cc1	-5	0	-1	7	-7	-9	0.5	4	2.2	2
COc1ccc(NC(C)C(=O)N/N=C/c2cc(Br)ccc2OC)cc1 (configuration not stated)	4	-3	-3	7	1	-13	0.1	15	0.8	8
COCCn1c(-c2ccc(C)cc2)nc2oc3cc(OC)ccc3c(=O)c2c1=O	2	-6	-1	-2	-3	-17	0.3	2	-4.4	-14
Cc1cc(C)nc(N(C#N)Cc2cccc([N+](=O)[O-])c2)n1	-3	4	8	0	1	10	0.6	5	4.1	-4
Cc1occc1C(=O)N1CCN(S(C)(=O)=O)CC1	1	7	0	-6	2	-1	-0.5	4	-0.2	16
CC1(C)CC2(CC(c3ccccc3F)c3cc(Cl)c(O)cc3O2)NC(=S)N1 (configuration not stated)	-6	-6	-17	-5	-3	9	0.0	-8	-3.5	-3
Cc1ccc2nc(-c3ccccc3)c(Cc3ccccc3C(F)(F)F)n2c1	6	2	2	1	24	-4	-0.4	-26	.	-16

From PubChem
